Source: PubChem (several laboratories)
PDI inh: blocks human protein disulfide isomerase activity | AID 588391 | PDI insulin aggregation turbidity, A650, 90 min | inhibition, % at 10 µM | P07237 | 350,000 compounds, 0.052% hits;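 active = mean inhibition across replicates of 30% or more, whatever share of single replicates reach that level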;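 also: absorbance from insulin aggregation driven by PDI reduction with DTT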
Target sequence (P07237 whole entry, looked up): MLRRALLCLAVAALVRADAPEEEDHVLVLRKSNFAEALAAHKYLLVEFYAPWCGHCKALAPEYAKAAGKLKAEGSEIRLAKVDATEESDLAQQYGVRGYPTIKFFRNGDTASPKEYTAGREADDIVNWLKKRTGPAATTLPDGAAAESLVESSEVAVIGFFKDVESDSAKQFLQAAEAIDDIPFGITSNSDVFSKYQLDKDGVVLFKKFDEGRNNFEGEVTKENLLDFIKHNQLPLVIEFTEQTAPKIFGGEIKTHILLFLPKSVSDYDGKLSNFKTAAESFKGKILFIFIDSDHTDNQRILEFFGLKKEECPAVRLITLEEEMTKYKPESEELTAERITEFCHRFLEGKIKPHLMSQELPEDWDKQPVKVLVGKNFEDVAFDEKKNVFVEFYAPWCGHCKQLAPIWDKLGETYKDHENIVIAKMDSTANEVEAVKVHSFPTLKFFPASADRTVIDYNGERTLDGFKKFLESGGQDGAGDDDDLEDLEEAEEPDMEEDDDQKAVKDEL
HIF-2a block: inhibitors of HIF-2a; 786-0 RCC cells HIF-2a reporter, luciferase luminescence, overnight; inhibition, % at 18.8 µM; 360,000 compounds, 0.72% hits;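 active = inhibition of the luminescence signal of 40% or more relative to plate controls, in a single-dose primary screen at 18.75 µM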
NR2E3 ag-1: activates human photoreceptor nuclear receptor NR2E3; inhibition of corepressor binding, % at 4.78 µM; Q9Y5X4; GST-NR2E3/biotin-RetCOR TR-FRET, 1536-well; AID 2300; 320,000 compounds, 0.12% hits;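 active = percent inhibition above the cutoff of mean plus 3 SD of all tested compounds, set per screening campaign, cut at about 20% in these data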;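 also: 0% = DMSO wells and 100% = biotin wells as full block of FRET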
Target sequence (Q9Y5X4 whole entry, looked up): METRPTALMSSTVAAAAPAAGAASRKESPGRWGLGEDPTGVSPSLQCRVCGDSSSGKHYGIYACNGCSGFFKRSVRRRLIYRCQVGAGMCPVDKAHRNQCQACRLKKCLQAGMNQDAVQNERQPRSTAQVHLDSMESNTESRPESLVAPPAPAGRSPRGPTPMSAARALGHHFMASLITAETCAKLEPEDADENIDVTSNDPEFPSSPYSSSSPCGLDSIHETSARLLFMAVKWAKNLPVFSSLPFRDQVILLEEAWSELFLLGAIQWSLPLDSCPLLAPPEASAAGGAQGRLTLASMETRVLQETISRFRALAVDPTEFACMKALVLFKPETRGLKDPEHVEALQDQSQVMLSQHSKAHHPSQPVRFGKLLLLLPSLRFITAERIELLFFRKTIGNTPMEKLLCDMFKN
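Material: NR2E3–RetCOR corepressor complex / Incubation: Compound–protein incubation for 5 h at 4 °C / Dosing: compound at 4.8 µM, single dose / Detection: time-resolved FRET / Benchmarks: high control biotin, low control 0.6% DMSO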
Granule exo inh: blocks lytic granule exocytosis. TALL-104 LAMP-1 surface exposure, flow cytometry; cells stimulated with thapsigargin and PMA. inhibition, % at 10 µM. 360,000 compounds, 0.66% hits;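 active = inhibition above about 55%, limit read from the data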
NR2E3 ag-2: human photoreceptor-specific nuclear receptor agonism; Q9Y5X4; CHO-S Gal4-NCOR/VP16-NR2E3 two-hybrid, luciferase; inhibition of corepressor binding, % at 3.98 µM; 360,000 compounds, 0.35% hits; AID 602229;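 active = inhibition above the mean of all tested compounds plus 3 SD, cut at about 70% in these data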;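 also: 0% = DMSO with NR2E3 transfected cells and 100% = cells lacking NR2E3 construct; higher means lower luciferase signal from less NR2E3 corepressor binding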
Peg3 promoter: Peg3 promoter activity inhibition | HeLa PEG-Prom luciferase reporter, luminescence, overnight | inhibition, % at 20 µM | 360,000 compounds, 1.7% hits;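 active = inhibition of at least 50% at 20 µM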
CaV13 ICDI inh: Disruptors of the CACNA1D IQ motif to Ca2+-dependent inactivation inhibitor domain association, primary screening, Förster resonance energy transfer in intact living …; inhibition, % at 12.3 µM; 340,000 compounds, 0.098% hits; HEK cells, CFP/YFP FRET ICDI-IQ, plate reader, 10 min; percent FRET-ratio fall versus neutral wells;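 active = mean replicate inhibition of at least 30% and at least 1% of replicates passing that level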;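 also: 0% = median of the neutral control wells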
hiPSC survival: increases survival of single human iPS cells; hiPSC single-cell survival, ATPlite luminescence; 100% = ROCK inhibitor wells, 0% = DMSO; survival enhancement, % at 20 µM; 360,000 compounds, 0.044% hits; AID 602274; in the data active = survival enhancement above about 18%;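 also: cells exposed to compounds for 16 hours before the ATP read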
Vif inh: inhibitors of HIV Vif | HEK293T cells, Vif self-association by quenched fluorescence, imaging, 24 h | 340,000 compounds, 0.35% hits | inhibition, % at 7.49 µM; in the data active = inhibition above about 50%, passing the limit was not always enough; also: some results filed as inactive read as strong as hits
aDG glyco up: increases alpha dystroglycan glycosylation. activation, % at 10 µM. 360,000 compounds, 0.22% hits. Pro5-aDG cells, alpha-DG glycosylation AlphaScreen (IIH6); 0% Pro5, 100% B10-LARGE cell signal;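 active = activation of at least 8% versus controls, or a plate z-score of at least 8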;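 also: Pro5 are CHO cells carrying HIG-tagged alpha-DG that lacks glycosylation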
MITF TRPM1 inh: reduces MITF-dependent TRPM1 promoter luciferase signal. SK-MEL-5 TRPM1 promoter luciferase, 24 h. 330,000 compounds, 0.83% hits. inhibition, % at 12.5 µM;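 active = mean inhibition across replicates of 60% or more, whatever share of single replicates reaches that level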; also: values of inactives mirror those of a sister screen read the other way
* hit, by the source's call; . = not tested or not shown. The order is random. About 3.5% of those tested had a hit in this group.

Under each structure – PDI inh	HIF-2a block	NR2E3 ag-1	Granule exo inh	NR2E3 ag-2	Peg3 promoter	CaV13 ICDI inh	hiPSC survival	Vif inh	aDG glyco up	MITF TRPM1 inh
1: COc1ccc(CN2CC(C(=O)NCCc3ccc(Cl)cc3)CC2=O)cc1 (stereo not given)
  0.9	16.3	-2.3	-2.3	-34.4	-7.6	-2.2	-0.2	-1.5	-0.1	0.8
2: O=C(COC(=O)CCCOc1ccc(Cl)cc1Cl)NCc1ccccc1
  -12.6	64.1*	-3.0	-0.7	-51.0	-3.1	-4.2	-0.4	4.8	-0.3	-9.6
3: CC(=O)c1cc(F)c(N2CCN(CCC#N)CC2)cc1C
  -10.2	10.2	-0.8	12.8	-3.1	17.0	.	-0.8	-47.5	0.1	8.4
4: Cn1nc(C(=O)Nc2cccc(C(F)(F)F)c2)ccc1=O
  6.0	2.7	0.9	-3.0	-12.3	-6.7	-3.8	-1.9	-5.6	-0.3	-16.9
5: CC1(CCc2ccccc2)NC(=O)N(CC(=O)Nc2ccc(OC(F)F)cc2)C1=O (stereo not given)
  5.6	14.5	.	6.7	9.4	15.1	-3.5	-0.1	-3.3	0.1	-7.6
6: Cc1cc(C)c[n+](CC(=O)c2cc3ccccc3oc2=O)c1
  -5.9	8.8	1.9	-5.2	5.1	2.9	-2.5	-3.3	-1.2	0.0	4.4
7: Cc1ccccc1OC(C)C(=O)NCCC1=CCCCC1 (stereo not given)
  2.8	-10.8	-0.3	0.2	-27.1	11.0	.	0.1	-4.7	0.2	22.3
8: Nc1c(Cl)nc(-c2ccccc2)nc1Cl
  -3.1	-5.0	-4.3	2.1	-8.4	-8.4	-6.1	2.8	-9.2	-0.2	-10.8
9: Cn1ncc2c(=O)n(/N=C/c3ccccc3)cnc21
  -12.3	-62.5	2.2	-2.9	-0.4	-1.3	2.2	0.0	3.3	0.5	-6.8
10: CN1C(=O)Cc2cc(S(=O)(=O)NCc3c(F)cccc3Cl)ccc21
  -5.3	2.7	0.8	8.6	-3.6	11.9	-4.4	-0.5	-6.2	-0.1	11.8
11: O=C(/C=C/c1ccc2c(c1)OCO2)NCC1CCCO1 (stereo not given)
  6.2	-148.2	1.6	1.2	-65.5	-110.7	-5.0	1.9	-4.1	-0.2	-43.0
12: CCOc1ccc(N2CC(C(=O)NCCN3C(=O)S/C(=C\c4ccc(OC)c(OC)c4)C3=O)CC2=O)cc1 (stereo not given)
  -21.0	12.2	1.4	0.2	-27.4	9.0	-18.1	-4.0	0.7	-0.2	-15.2
13: CC(C)(C)C1=CC(=O)C(=O)C(C(C)(C)C)=C1
  17.9	42.0*	2.5	9.4	-20.7	73.4*	.	-1.2	25.3	-0.4	.
14: CC(c1ccccc1)N1C(=O)c2ccccc2C1(O)Cc1ccccc1 (stereo not given)
  -6.0	15.7	1.6	1.4	23.9	16.9	19.2	0.5	-0.8	0.6	-3.6
15: CCN(CC)S(=O)(=O)c1ccc2c(c1)c(=O)c(C(=O)NCCc1ccc(OC)c(OC)c1)cn2C
  18.2	19.8	.	-12.5	-24.8	-0.2	-18.5	-0.7	-4.5	0.0	2.9
16: Cc1[nH]nc2c1C(c1cccc(OC(=O)N3CCOCC3)c1)C(C#N)=C(N)O2 (stereo not given)
  1.6	10.0	-0.1	-2.8	-18.8	-9.3	-4.8	-2.4	15.6	-0.2	3.2
17: CCOC(=O)[C@@H](C)N(Cc1ccc(OC)cc1)S(=O)(=O)N(Cc1ccccc1)[C@H](C(=O)OC)C(C)C
  2.5	0.0	3.8	-10.9	-5.0	-2.7	-4.9	-1.6	-9.0	0.8	13.9
18: CN(NC(=O)Nc1ccc(Cl)cc1)c1ncc(C(F)(F)F)cc1Cl
  2.8	-42.6	2.0	-0.7	-34.0	-38.9	-3.3	-2.1	-5.1	0.0	-23.7
19: COCCCNC(=O)C1CCC(CNS(=O)(=O)c2ccc(Cl)cc2)CC1 (stereo not given)
  0.1	10.9	-0.8	-1.2	-1.1	-2.9	-4.3	0.0	-7.5	0.1	5.3
20: O=c1[nH][nH]c(-c2ccccc2O)c1C(C[N+](=O)[O-])c1ccc(Cl)cc1Cl (stereo not given)
  7.0	-4.6	-3.1	-0.5	1.3	8.7	-5.2	1.4	6.6	0.2	14.0
21: COc1cc(NC(=O)c2noc3c2CCCC3)c(OC)cc1Cl
  -1.4	-5.8	4.5	1.3	-18.4	17.7	-7.0	0.7	-2.1	-0.1	6.4
22: COc1ccc(OC)c(NC(=O)CSc2nnc(C3CCCCC3)n2-c2ccccc2)c1
  8.9	25.5	3.2	-0.2	-21.7	27.6	-5.4	-1.1	-6.1	1.0	17.6
23: COc1ccc(NS(=O)(=O)c2cccc(C(=O)N/N=C/c3cn(-c4ccccc4)nc3-c3ccc(OC)cc3)c2)cc1
  -0.7	-143.6	0.5	4.7	-19.6	-126.1	-1.1	-0.6	-5.0	-0.3	-35.0
24: CSc1ncc2ncn(C3OC(CO)C(O)C3O)c2n1 (stereo not given)
  -6.7	10.0	-2.1	-1.3	-25.2	-14.4	-5.1	-0.2	-2.6	-0.1	5.1
25: CC(NC(=O)NNC(=O)c1ccncc1)(C(F)(F)F)C(F)(F)F
  4.6	15.3	0.8	-3.6	14.6	1.3	2.5	-0.8	1.3	0.0	18.0
26: Cc1ccc(CNC(=O)C(=O)NCC2OCCN2C(=O)c2ccc(Cl)cc2)cc1 (stereo not given)
  .	7.1	1.8	-2.6	-24.9	10.2	-7.2	-0.3	-3.7	-0.1	.
27: COc1cc(OCc2ccccc2)c2c(CCC(=O)O)cc(=O)oc2c1
  6.7	-2.3	.	-0.9	-21.6	15.3	-6.0	-0.5	-1.8	1.0	8.5
28: O=C(c1ccccc1)c1sc(N2CCCCCC2)nc1-c1ccccc1
  3.9	4.0	-0.4	2.6	-13.4	0.3	-4.4	0.8	.	-0.1	-2.9
29: Cc1cc2oc(C(=O)Nc3ccc(S(=O)(=O)Nc4ncccn4)cc3)cc(=O)c2cc1Cl
  -1.1	4.2	-0.8	2.0	-44.5	12.4	-6.9	-0.4	9.2	0.2	-2.1
30: CC(=O)c1cccc(NC(=O)C=C(C)C)c1
  10.0	-9.0	-0.7	-4.0	-23.0	-17.4	-5.1	-1.2	-5.8	-0.2	-7.8
31: O=C(CSc1nc2ccccc2c(=O)n1-c1ccccc1Cl)NCC1CCCO1 (stereo not given)
  -6.2	-10.1	0.3	2.0	8.9	-4.5	-5.4	-0.5	-6.6	0.4	.
32: CCOC(=O)N1CCN(c2nc(-c3cccs3)nc3ccccc23)CC1
  9.3	-9.6	0.2	-4.6	-19.9	32.5	-2.0	-0.4	-27.8	-0.2	-4.3
33: Cc1nnc(C)n1/N=C/c1ccccc1
  -1.1	-7.1	-0.3	-3.0	0.1	13.2	-7.3	-1.6	0.7	-0.1	7.6
34: COc1cccc2cc(-c3cc(=O)oc4cc(C)c(OCC(C)=O)cc34)oc12
  -15.7	0.5	-1.0	6.5	-23.7	47.1	-15.9	0.0	-4.0	-0.3	-12.7
35: N#C/C(=N\Nc1ccc(Cl)cc1)C(N)=S
  2.8	-160.8	0.6	-10.7	67.3	-30.7	-2.1	0.0	-16.8	0.0	-6.7
36: Cc1ccccc1NC(=O)CN1C(=O)c2ccccc2C1=O
  2.7	21.4	2.6	-12.6	13.6	12.1	-5.2	-0.8	1.7	0.0	-2.4
37: Cc1ccc(/C=N/NC(=O)CN2CCN(Cc3ccccc3)CC2)s1
  5.5	-13.1	0.4	21.7	-5.8	0.6	-4.4	2.5	5.0	0.2	-4.3
38: O=C(CC(=O)N/N=C\c1c(Cl)cccc1Cl)NCc1ccccc1
  10.1	17.7	2.5	-0.7	-9.8	15.4	-5.0	1.3	-8.6	0.4	8.1
39: O=C(Nc1cccc(Cl)c1)c1ccc(=O)[nH]n1
  -0.5	-46.2	0.1	-5.2	-7.2	2.6	-4.2	0.1	-7.8	0.0	-14.8
40: O=C(NCCC1=CCCCC1)C1CCN(S(=O)(=O)c2cccc(C(F)(F)F)c2)CC1
  -24.2	5.7	1.8	13.4	-6.2	9.7	-6.2	0.1	-4.8	0.0	2.1
41: CC(O)(Cc1cccnc1)c1cccs1 (stereo not given)
  4.1	3.2	.	-2.1	-14.5	-0.8	-6.9	0.0	-0.7	0.5	-12.3
42: CCCc1cc(C(=O)Nc2cc(Cl)ccc2O)no1
  -1.4	-226.3	1.4	1.6	-28.3	-347.8	-3.1	-0.7	-13.2	0.1	-76.9
43: Cc1ccc(S(=O)(=O)N(C)CC(=O)Nc2ccccc2)cc1
  13.2	7.1	-0.1	-5.5	-29.4	15.3	-5.2	0.2	-21.2	5.0	1.0
44: CC/C(=N\NC(=O)c1cccnc1)c1ccc2c(c1)OCCO2
  2.0	-1.2	0.9	4.3	-3.5	6.6	-5.2	-0.6	-6.6	-0.2	10.5
45: O=C(c1cccc(NS(=O)(=O)c2cccc(C(F)(F)F)c2)c1)N1CCOCC1
  -6.6	17.7	3.3	-0.6	12.0	12.7	.	-0.6	-0.8	0.0	-5.2
46: C=CCc1c(C)[nH]c(=O)[nH]c1=O
  -2.3	-0.6	-4.0	-2.6	17.2	7.4	-16.2	3.3	-3.3	0.0	20.8
47: C[C@]12C=CC(=O)C=C1CCC1C3CC[C@](O)(C(=O)CO)[C@@]3(C)CC3OC312 (stereo not given in full)
  -13.9	23.7	-4.8	-3.4	-18.5	0.2	-19.6	-0.5	-2.9	-0.3	2.4
48: CCn1cc(/C=C(\NC(=O)c2ccc(OC)c(OC)c2)C(=O)NCCCN2CCOCC2)c2ccccc21
  -1.4	-2.7	.	-0.1	-20.0	-2.4	-3.1	-0.3	-4.8	-0.2	-10.8
49: C/C(=N\NC(=O)c1c(C)nc2ccccn12)c1ccco1
  -2.1	12.3	-1.2	-0.6	-2.4	-6.5	-4.4	1.2	-0.6	0.1	-14.3
50: O=C(c1cnc(-c2ccc(Cl)cc2)s1)c1ccc(Cl)cc1Cl
  -7.9	-69.7	1.0	-2.8	10.8	-15.1	.	-1.4	-2.7	-0.1	-28.4

Arranged by formula weight (highest first): part of the list above.
Under each structure – PDI inh	HIF-2a block	NR2E3 ag-1	Granule exo inh	NR2E3 ag-2	Peg3 promoter	CaV13 ICDI inh	hiPSC survival	Vif inh	aDG glyco up	MITF TRPM1 inh
50: O=C(c1cnc(-c2ccc(Cl)cc2)s1)c1ccc(Cl)cc1Cl
  -7.9	-69.7	1.0	-2.8	10.8	-15.1	.	-1.4	-2.7	-0.1	-28.4
38: O=C(CC(=O)N/N=C\c1c(Cl)cccc1Cl)NCc1ccccc1
  10.1	17.7	2.5	-0.7	-9.8	15.4	-5.0	1.3	-8.6	0.4	8.1
39: O=C(Nc1cccc(Cl)c1)c1ccc(=O)[nH]n1
  -0.5	-46.2	0.1	-5.2	-7.2	2.6	-4.2	0.1	-7.8	0.0	-14.8
33: Cc1nnc(C)n1/N=C/c1ccccc1
  -1.1	-7.1	-0.3	-3.0	0.1	13.2	-7.3	-1.6	0.7	-0.1	7.6
